Screens as filed in PubChem.
HKDC1 inhibitor – inhibitors of human hexokinase HKDC1 | inhibition, % at 20 µM | AID 493160 | Q2TB90 | 0.16% of 340,000 active | recombinant HKDC1, G6PDH/diaphorase resazurin coupled fluorescence;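 active means inhibition above about 35% when tested at 20 µM, limit read from the data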;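 further: plate controls were DMSO wells with enzyme for no effect and DMSO wells lacking enzyme for full effect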
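Material – in-house recombinant HK5 (HKDC1) enzyme · Quantity – HKDC1 at 5 µg/mL · Buffer or medium – pH 8.0 Tris buffer with 10 mM MgCl2 · Reagent – glucose with 1 mM ATP · Dosing – single 20 µM dose · Times – reaction time 90 min, room temperature, protected from light · Technique – resorufin fluorescence at 613 nm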
Apaf1 inhib – inhibitors of human Apaf-1 apoptosome; O14727; reconstituted apoptosome caspase-3 activity, DEVD-Rh110 fluorescence; inhibition, % at 20 µM; 0.71% of 330,000 active; AID 489030; active means inhibition of at least 40% at 20 µM;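 further: plate controls were DMSO wells for no effect and DEVD-CHO caspase inhibitor wells for full effect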
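Material: biochemical Apaf-1 apoptosome reconstitution. Medium: Hepes buffer, pH 7.5. Also added: cytochrome c activation, bis-DEVD rhodamine 110 substrate. Timing: 30 min compound preincubation, 50 min activation, room temperature. Measured by: rhodamine 110 fluorescence at Ex 480/Em 540 nm.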
SENP8 block-1 – blocks the human protease SENP8 | Q96LD8 | purified SENP8, Z-RLRGG-aminoluciferin cleavage, luminescence | inhibition, % at 10 µM | 1.2% of 330,000 active | AID 2540; in the data active means inhibition above about 50%
SENP7 block – blocks the human protease SENP7; Q9BQF6; recombinant SENP7, Z-RLRGG-aminoluciferin luminescence, 40 min; inhibition, % at 5 µM; 1.5% of 330,000 active; AID 434973;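 active means inhibition above about 50% at the single test dose, limit read from the data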;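 further: plate controls were DMSO with enzyme for no effect and no enzyme buffer wells for full effect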
PfG6PD inh – PfG6PD (Plasmodium falciparum) enzyme inhibition | PfGluPho enzyme, NADPH resazurin-diaphorase fluorescence | inhibition, % at 20 µM | 0.78% of 350,000 active;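 active means inhibition reaching at least a set limit at 20 µM in the primary screen, cut at about 59% in these data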;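 further: 0% = DMSO wells with substrate and 100% = DMSO wells lacking glucose-6-phosphate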
SENP1 inh – blocks the human SENP1 SUMO protease catalytic domain | Q9P0U3 | recombinant SENP1 catalytic domain, CyPet-SUMO1-YPet FRET cleavage | inhibition, % at 10 µM | 0.21% of 360,000 active;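 active means inhibition at least 30% at 10 µM, raw YFP signal under a set limit, fluorescence ratio 0.5 to 1.5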;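 further: 0% = enzyme with DMSO and 100% = no enzyme wells; some results filed as inactive read as strong as hits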
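Assay system: hSENP1 catalytic domain, recombinant. Amount: SENP1 enzyme, 20 pM final. Schedule: 50 min reaction, RT, dark. Technique: FRET, CFP and YFP emission. Control set: no-enzyme wells low, DMSO-plus-enzyme wells high control.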
SENP8 block-2 – SENP8 (human) protease inhibition; recombinant SENP8, Nedd8 substrate fluorescence; inhibition, % at 20 µM; 0.64% of 360,000 active; AID 602440; in the data active means inhibition mostly above about 40%, no sharp cut-off; inactive means mostly below about 27%
SENP6 inh – inhibitors of human SENP6 protease; Q9GZR1; Recombinant SENP6 catalytic domain, aminoluciferin luminescence; inhibition, % at 10 µM; 1.8% of 330,000 active; AID 2599;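 active means inhibition above about 50% at the single tested dose, limit read from the data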;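 further: plate controls were DMSO wells with enzyme for no effect and DMSO wells lacking enzyme for full effect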
The depositor's hits bear a star; . = no result given.

mol,HKDC1 inhibitor,Apaf1 inhib,SENP8 block-1,SENP7 block,PfG6PD inh,SENP1 inh,SENP8 block-2,SENP6 inh
O=C(CC1SC(N2CCCCC2)=NC1=O)Nc1cccc(C(=O)O)c1 (stereo not drawn),-0.6,5.0,1.5,13.5,1.6,-1.1,22.0,4.5
N#Cc1nc(-c2cccc3ccccc23)oc1N1CCCCC1,2.9,12.4,3.6,4.3,-17.8,-43.3,-377.4,-8.2
O=C(Nc1nc(-c2ccc(Br)cc2)cs1)c1cccnc1,-0.1,-1.7,-12.4,-6.0,0.1,-2.6,3.1,-18.7
NC(=O)c1ccc(NC(=O)CNCc2ccccc2Cl)cc1,2.7,-0.4,2.8,8.5,-10.3,-1.6,10.2,20.6
C=CCSC1=C(C#N)C(c2cc(Br)c(O)c(OC)c2)CC(=O)N1 (stereo not drawn),-3.6,-8.3,4.8,3.3,7.9,1.7,11.0,7.5
CCN(CC)CCCNC(=O)c1cc(-c2ccccc2)c(N2CCCCC2)s1,-2.3,18.1,-3.5,4.3,-1.6,-0.2,-42.1,-4.2
CC(C)N(Cc1ccccc1)C(=O)COC(=O)c1ccc2ncsc2c1,-1.3,-1.2,7.1,-3.6,-10.9,-13.1,-17.4,-8.9
O=C(C1CCOCC1)N1CCCC(N2CCN(c3cccc(Cl)c3)CC2)C1 (stereo not drawn),2.5,2.0,7.2,11.2,-10.3,0.9,10.8,0.9
O=S(=O)(c1cc(C(F)(F)F)ccc1Cl)N1CCCCCC1,7.8,6.6,-4.6,-1.9,5.1,0.7,12.3,10.0
COc1ccc(/C=C/C(=O)OCC(=O)Nc2ccc(N3CCOCC3)cc2)cc1,-5.3,1.9,1.0,6.6,-3.9,0.2,2.6,-51.0
O=C(COC(=O)/C=C/c1ccccc1)Nc1ccc2c(c1)OCCO2,1.1,-0.7,10.7,1.0,-4.6,1.6,5.9,-6.9
O=C(OCC(=O)N1CCN(c2ccccc2)CC1)c1ccccc1[N+](=O)[O-],-3.4,4.8,-14.3,3.8,0.2,0.0,1.2,-0.2
O=C(NCc1ccc(C(F)(F)F)cc1)c1ccc2c(c1)S(=O)(=O)c1ccccc1C2=O,-1.3,9.3,-16.9,-13.1,-8.7,0.3,17.7,-9.0
Cc1cccc(NC(=S)NNC(=O)c2ccccc2Br)c1,-10.3,3.5,10.9,16.2,-12.0,2.5,7.4,68.1*
CC(C)NC(=O)C1CC(=O)N(C(C)c2ccccc2)C1 (stereo not drawn),-2.9,-15.4,7.2,8.8,1.4,1.1,18.9,10.0
CCN(CC)CCNC(=O)CNC(=O)c1nn(-c2ccc(OC)cc2)c(=O)c2ccccc12,-4.2,-0.7,-10.3,-7.1,-15.3,0.8,-15.5,-23.8
Cn1c(CC(=O)Nc2ccc(Cl)c(Cl)c2)nnc1SCC(=O)Nc1nccs1,-10.0,-10.3,5.1,-1.3,-2.0,0.9,7.3,-14.2
Cc1cc(NC(=O)CSc2nc3c(c(=O)n2CCc2ccccc2)SC(C)C3)no1 (stereo not drawn),-5.6,9.8,6.8,2.1,15.9,0.9,2.5,-0.3
O=c1cc(-c2ccccc2)nc2cc(-c3ccco3)[nH]n12,-5.9,4.7,-0.1,-5.7,2.9,-6.3,-229.3,27.9
O=C1N2c3ccccc3CCc3cccc(c32)C1(O)C(F)(F)F (stereo not drawn),14.9,2.3,-1.2,-10.8,-5.5,-3.4,-3.6,-2.6
CCOCc1cc(CN2CCC(CCC(=O)NC3CC3)CC2)ccc1OC,-2.9,-6.5,1.6,1.3,-19.1,-0.9,-1.3,-10.6
COc1ccc(NC(=O)CC2C(=O)N(c3ccc(OC)cc3)C(=O)N2C(C)C)cc1 (stereo not drawn),-11.9,-17.8,2.5,-1.8,-8.1,1.3,14.2,-21.7
Cc1ccc(S(=O)(=O)N(C)c2ccc3c(ncn3C)c2[N+](=O)[O-])cc1,-2.5,3.2,-6.6,-20.9,13.1,2.1,11.5,-1.1
O=C(NC1CCCCCC1)c1ccc(N2CCCC2=O)cc1,-6.6,-2.1,7.7,27.2,-7.8,0.9,20.4,38.7
CCn1c(COc2ccccc2)nc2ccccc21,-4.6,-0.4,10.2,5.1,-7.3,-0.7,12.7,20.6

Remaining list, next part:
mol,HKDC1 inhibitor,Apaf1 inhib,SENP8 block-1,SENP7 block,PfG6PD inh,SENP1 inh,SENP8 block-2,SENP6 inh
Cc1ccc(-c2ccc(=O)n(CC(=O)N3CCN(c4cc(Cl)ccc4C)CC3)n2)cc1,-7.5,14.3,0.5,3.0,-1.0,-0.7,-4.9,4.4
CCN1CCN(C(=O)c2ccc3c(c2)N(Cc2ccccc2)C(=O)c2ccccc2S3=O)CC1 (stereo not drawn),-4.8,-0.3,5.8,-4.9,-9.0,2.9,12.4,-14.5
COc1ccc(CN2CN(S(=O)(=O)c3ccccc3)c3nc4ccccc4nc32)cc1,15.4,-10.1,4.6,4.6,1.4,-1.3,-171.3,-14.6
CCCc1nnc(SCC(=O)N2CCCC2)n1CC1CCCO1 (stereo not drawn),-2.4,-6.3,2.0,2.0,2.1,1.4,12.3,-1.7
O=C(Cn1cnc2c(cnn2-c2ccccc2)c1=O)NCCc1ccccc1,-11.4,9.7,5.6,7.0,-4.5,-0.2,27.6,-1.5
S=C(NCc1ccccn1)Nc1ccccc1,11.2,1.7,-11.4,-3.6,12.0,0.5,9.4,-6.4
CC(Sc1nnnn1C)C(=O)Nc1ccccc1-c1ccccc1 (stereo not drawn),-6.8,10.1,-8.1,-2.2,-11.8,0.1,5.1,-25.9
Cc1ccsc1CN1CC(=O)N(c2c(C)cccc2C)C1=S,-1.8,14.2,-0.6,-5.9,-6.3,0.6,19.4,4.0
COc1cc(/C=C/c2cccc[n+]2C)ccc1OCC(=O)Nc1ccccc1C,-3.5,0.2,4.3,0.8,-1.2,-5.3,-54.0,0.8
Cc1cc(Oc2ncccc2[N+](=O)[O-])c2cc(Cl)ccc2n1,5.3,4.6,-5.4,1.5,-18.9,1.7,20.4,6.8
Cc1ccnc(NC(c2ccccc2O)c2oc(CO)cc(=O)c2O)c1 (stereo not drawn),-13.5,5.5,-4.0,-11.4,-7.0,-22.6,-16.3,-3.6
CC/C(O)=N\S(=O)(=O)c1ccc(N=NN(C)C)cc1,-1.1,-2.0,-2.4,-1.1,-17.7,0.5,12.4,8.1
CCOc1ccccc1NC(=O)C(=O)N/N=C/c1ccc([N+](=O)[O-])cc1,2.2,-28.0,12.0,-0.3,-9.8,-0.3,11.7,10.4
CCOCCCNc1nc2c(C)cccn2c(=O)c1/C=C1\SC(=S)N(CC(C)C)C1=O,0.8,-0.9,0.6,-0.1,-18.9,91.8,26.6,-1.8
COc1ccc(C(C(=O)NC2CCCCC2)N(C(=O)c2snc(C(N)=O)c2N)c2ccc(OC)cc2OC)cc1 (stereo not drawn),-2.2,5.7,-1.6,3.4,10.0,-16.0,-282.5,-3.8
c1ccc(Cn2c[n+](Cc3ccccc3)cn2)cc1,-5.3,-6.1,-4.0,8.8,14.7,3.6,21.4,-18.5
Cc1c(N=C/C=C2\N(C)c3ccccc3C2(C)C)c(=O)n(-c2ccccc2)n1C,-6.2,-21.7,1.4,-3.4,-10.9,-31.2,3.3,-34.0
COCCn1c(SCC(=O)N2CCCCCC2)nc2c(c1=O)SCC2,-4.6,-0.6,-3.7,-8.8,-4.5,-2.1,2.7,-15.3
Cn1cccc1C(=O)NC(=O)COC(=O)Cc1coc2ccc3ccccc3c12,8.5,25.8,-6.4,-3.7,-7.8,-37.4,-86.3,-4.1
CCn1ncc(/C=N\NC(=O)c2ccc3c(c2)c(C)c(C)n3Cc2ccccc2)c1C,-1.3,15.8,0.4,2.4,-16.1,-0.5,-218.6,2.0
O=C(C1CCCN(S(=O)(=O)c2ccccc2[N+](=O)[O-])C1)N1CCN(c2ccccc2)CC1 (stereo not drawn),-3.9,9.3,-1.2,-2.2,-1.2,1.8,5.4,-9.6
O=S(=O)(NCCc1ccccc1)c1ccccc1,-3.3,8.5,-10.8,-5.6,7.3,-1.6,25.8,-20.0
Cc1ccc(C(=O)NNC(=O)CSc2nnc(CNc3ccc(F)cc3)n2C)cc1,.,-6.9,3.4,-10.3,.,.,.,-9.3
COC(=O)c1ccccc1S(=O)(=O)N1CCC(C(=O)NCc2ccco2)CC1,-4.3,-9.1,2.0,-8.4,6.2,0.6,6.6,-11.0
COc1cccc2c1C(=O)c1c(O)c3c(c(O)c1C2=O)CC(O)(C(C)=O)CC3OC1CC(O)C(O)C(C)O1 (stereo not drawn),12.3,.,.,.,20.7,101.4,50.4*,.

The final three compounds of the section before come first, to join the parts.
mol,HKDC1 inhibitor,Apaf1 inhib,SENP8 block-1,SENP7 block,PfG6PD inh,SENP1 inh,SENP8 block-2,SENP6 inh
Cc1ccc(C(=O)NNC(=O)CSc2nnc(CNc3ccc(F)cc3)n2C)cc1,.,-6.9,3.4,-10.3,.,.,.,-9.3
COC(=O)c1ccccc1S(=O)(=O)N1CCC(C(=O)NCc2ccco2)CC1,-4.3,-9.1,2.0,-8.4,6.2,0.6,6.6,-11.0
COc1cccc2c1C(=O)c1c(O)c3c(c(O)c1C2=O)CC(O)(C(C)=O)CC3OC1CC(O)C(O)C(C)O1 (stereo not drawn),12.3,.,.,.,20.7,101.4,50.4*,.
CC(Oc1ccccc1F)C(=O)NNC(=O)CCS(=O)(=O)c1ccccc1Cl (stereo not drawn),-1.9,3.7,0.4,-2.1,4.5,-0.1,9.1,-15.2
CCn1ncc(C2=NOC(C(=O)Nc3cnn(C45CC6CC(CC(C6)C4)C5)c3)C2)c1C (stereo not drawn),6.4,7.7,2.6,6.9,3.8,-0.7,17.2,-1.6
O=C(N/C=C/n1cnc2cc(C(F)(F)F)ccc21)c1ccccc1,4.9,-5.6,8.0,7.2,4.9,4.1,9.4,0.1
O=C(Nc1ccccc1)C1=C[C@@H](c2ccc(Br)cc2)C[C@@H](OCCCCO)O1,-1.2,9.0,12.2,2.8,9.5,-0.6,13.0,6.1
COc1ccc(C(c2c(C)n(C)n(-c3ccccc3)c2=O)c2c(C)n(C)n(-c3ccccc3)c2=O)c(OC)c1OC,-0.4,-13.9,-8.4,10.1,-20.8,4.2,11.0,-1.3
CCOC(=O)N1CCN(C(=O)C2CCN(S(=O)(=O)c3ccc(F)cc3)CC2)CC1,-11.9,5.3,-10.7,-8.0,-1.7,0.6,9.7,-4.5
CN(C)c1ccc(NC(=O)/C=C/c2c(Cl)cccc2Cl)cc1,-5.5,3.2,-4.2,1.7,1.1,4.5,28.3,12.5
CCOC(=O)c1ccc(N2C(=O)CC(NC3CCN(C(=O)c4cccc(Cl)c4)CC3)C2=O)cc1 (stereo not drawn),-2.2,4.6,-13.0,-5.4,-3.6,.,.,-2.5
COc1cccc(C(=O)NC(C)C(c2cccs2)N2CCN(C)CC2)c1 (stereo not drawn),-5.6,-13.1,-3.5,4.1,-3.5,-14.5,5.1,-12.6
O=C(c1cccs1)N1CCN(CCCc2ccccc2)CC1,-8.6,-14.1,-2.3,15.7,1.9,1.0,13.1,-16.7

Rows are unselected; 3.6% or so of the library scored in one or more.
